Bioassay records (PubChem BioAssay)
PGK inhibitor: blocks T. brucei phosphoglycerate kinase; P07378; PGK/GAPDH coupled, Kinase-Glo luminescence, 60 min; Potency, µM (top dose mostly 57.5 µM), without a hit: at the highest dose activity change, negative = inhibition, actives largely listed as inhibitors; 380,000 tested, 0.043% active; AID 602233; note: potency is the fitted concentration of half-maximal effect; % is set by controls: 0 for no effect and ±100 for the full control effect; nearly all actives have a fitted effect of over 60% in size
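Recombinant glycosomal PGK reaction used 1,3-bisphosphoglycerate generated in-well by GAPDH (100nM final) in 100mM TEA pH 7.6, 5mM MgCl2, 0.01% Tween-20. After 60 minutes at room temperature, ATP was read by Kinase-Glo Plus luminescence end-point.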
Pol iota inh: inhibitors of human DNA polymerase iota | Q9UNA4 | Pol iota fluorescent replication assay, 10 min | Potency, µM (top dose mostly 115 µM), without a hit: top-dose activity, negative = inhibition, actives largely listed as inhibitors | 390,000 tested, 1% active | AID 588590; note: potency is the fitted concentration of half-maximal effect
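Pol iota at 10 nM preincubated 15 min with compounds at room temperature; reaction started with fluorescent substrate, 50 nM final. Fluorescence read kinetically at 0 and 10 min; buffer-only wells as negative control.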
Pol kappa inh: blocks human DNA polymerase kappa activity; purified Pol kappa, fluorescent DNA synthesis assay, 10 min; Potency, µM (doses to about 107 µM), for the others: at the top dose activity, negative = inhibition, usual class: inhibitors; 400,000 tested, 0.53% active; note: potency is the fitted concentration of half-maximal effect; % is set by controls: 0 for no effect and ±100 for the full control effect
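First, compounds were pin-transferred onto 10 nM Pol kappa. After 15 min at room temperature, substrate was added to 50 nM final. Fluorescence was then measured kinetically at 0 and 10 min.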
Pol eta inh: inhibitors of human DNA polymerase eta; recombinant Pol eta, fluorescent DNA replication assay; 390,000 tested, 1.2% active; Potency, µM (titrated, usually from 114 µM), for the others: at the top dose activity change, negative = inhibition, actives largely listed as inhibitors; note: potency is the fitted concentration of half-maximal effect; % is set by controls: 0 for no effect and ±100 for the full control effect
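Pol eta at 10 nM preincubated with compounds 15 min at room temperature; reaction started with fluorescent substrate (50 nM final) and read kinetically at 0 and 10 min.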
POLB inh: DNA polymerase beta (human) inhibition. Pol beta primer extension/strand displacement, fluorescence kinetic. Potency, µM (titrated, usually from 114 µM), for the others: top-dose activity change, negative = inhibition, usual class: inhibitors. 340,000 tested, 1.3% active; note: potency is the fitted concentration of half-maximal effect; % is set by controls: 0 for no effect and ±100 for the full control effect
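Curves were derived by four-parameter Hill fits of normalized qHTS data. The kinetic fluorescent primer-extension read was taken at 0 and 10 min after 50 nM substrate, following a 15 min room-temperature preincubation of 10 nM enzyme with compounds.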
Anesthetic bind: candidate novel general anesthetic via apoferritin binding; P02791; apoferritin/1-aminoanthracene competitive binding, fluorescence; Potency, µM (titrated, usually from 77.5 µM), without a hit: top-dose activity change, negative = displacement, usual class: inhibitors; 350,000 tested, 0.074% active; note: potency is the fitted concentration of half-maximal effect; % is set by controls: 0 for no effect and ±100 for the full control effect; nearly all actives have a fitted effect of over 20% in size
Target sequence (P02791 2-175 limits assumed): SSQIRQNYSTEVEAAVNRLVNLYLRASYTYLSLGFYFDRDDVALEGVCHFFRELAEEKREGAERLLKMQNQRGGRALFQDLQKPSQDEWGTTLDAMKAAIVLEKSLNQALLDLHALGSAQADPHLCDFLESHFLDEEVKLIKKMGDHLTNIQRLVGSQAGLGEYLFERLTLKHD
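Read-out: endpoint 1-AMA fluorescence, excitation 380 nm and emission 535 nm, after compounds sit 10 min at room temperature with 10 uM horse-spleen apoferritin in 50% saturated 1-AMA/PBS. Values come from four-parameter Hill fits.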
RXFP1 antagonist: antagonists of human relaxin receptor RXFP1 | AID 1259400 | 350,000 tested, 0.59% active | Q9HBX9 | HEK293-RXFP1, relaxin-stimulated cAMP HTRF, 30 min; active compounds read low | activity change, negative = inhibition, % at 57.5 µM;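 active = activity change of -60% or lower, but not beyond a set lower limit; inconclusive = change between -60% and -40%, or beyond the set limit; inactive = change above -40%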; note: % is set by controls: 0 for no effect and ±100 for the full control effect
Target sequence (Q9HBX9 whole entry, looked up): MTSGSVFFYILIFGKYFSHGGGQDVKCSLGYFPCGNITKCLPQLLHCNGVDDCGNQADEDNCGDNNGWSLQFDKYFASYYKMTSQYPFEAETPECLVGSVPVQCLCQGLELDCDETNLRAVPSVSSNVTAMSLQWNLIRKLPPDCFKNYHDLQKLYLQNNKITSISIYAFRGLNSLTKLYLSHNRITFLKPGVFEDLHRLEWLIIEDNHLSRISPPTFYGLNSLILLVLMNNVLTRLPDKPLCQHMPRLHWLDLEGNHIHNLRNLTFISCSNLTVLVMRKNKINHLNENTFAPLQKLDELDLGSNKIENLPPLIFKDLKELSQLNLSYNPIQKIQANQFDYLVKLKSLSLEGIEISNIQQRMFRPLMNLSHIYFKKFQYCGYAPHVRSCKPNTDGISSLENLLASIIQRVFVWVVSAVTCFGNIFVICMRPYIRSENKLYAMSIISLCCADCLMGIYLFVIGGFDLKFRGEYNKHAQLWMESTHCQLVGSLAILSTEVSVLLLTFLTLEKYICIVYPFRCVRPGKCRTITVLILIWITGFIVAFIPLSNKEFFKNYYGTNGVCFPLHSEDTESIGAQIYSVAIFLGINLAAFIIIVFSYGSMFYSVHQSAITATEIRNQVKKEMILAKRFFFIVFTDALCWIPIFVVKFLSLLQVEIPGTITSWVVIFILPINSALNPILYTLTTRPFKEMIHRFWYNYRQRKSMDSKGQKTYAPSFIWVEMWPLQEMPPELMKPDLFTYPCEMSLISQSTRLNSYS
BLM inh: inhibitors of human Bloom syndrome helicase BLM | recombinant BLM DNA unwinding, fluorescence dequenching | Potency, µM (series often up to 56.1 µM), for inactives: at the top dose activity change, negative = inhibition, hits mostly inhibitors | 350,000 tested, 0.2% active;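 note: potency is the fitted concentration of half-maximal effect; plate controls were vehicle for no effect and no enzyme for full effect; nearly all actives have a fitted effect of over 35% in size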
APEX1 inh: blocks human APE1 abasic DNA cleavage | Potency, µM (top dose mostly 65.8 µM), inactives show top-dose activity change, negative = inhibition, usual class: inhibitors | 350,000 tested, 0.35% active | recombinant APE1, TAMRA/BHQ-2 abasic DNA cleavage fluorescence;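 note: potency is the fitted concentration of half-maximal effect; plate controls were vehicle for no effect and reference inhibitor for full effect; nearly all actives have a fitted effect of over 55% in size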
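Enzyme (0.75 nM final) and test compound are incubated 15 min at room temperature before adding 50 nM quenched THF abasic-site duplex. Cleavage dequenches TAMRA, followed at 525/598 nm over three reads one minute apart.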
Numbers without * were called inactive; i = inactive; ? = inconclusive; . = no result given; [ ] = another dose, or the depositor's remark. Unless noted, calls come from the whole dose curve; as a rule, active = well fitted curve in the direction sought with a large enough effect; inconclusive = small, poorly fitted or top-dose-only effect, or another doubt; inactive = no such curve, though single readings can be large; an effect the other way counts as inactive or inconclusive.

SMILES	PGK inhibitor	Pol iota inh	Pol kappa inh	Pol eta inh	POLB inh	Anesthetic bind	RXFP1 antagonist	BLM inh	APEX1 inh
Cc1ccc2nc(SCc3nc4ccccc4c(=O)[nH]3)[nH]c2c1	1%	3%	-10%	?	?	-10%	-1	5%	3%
CCOC(=O)/C(C#N)=C1/C=CN(C)C(C)=N1	1%[11.5 µM]	20%	-3%	-4%	6%	-13%	-4	1%	-5%
CCCCn1c(SCC(=O)NC2CC2)nc2ccccc2c1=O	7%	28%	-2%	12%	2%	-1%	-1	-6%	24%
Cn1c(N)c(C(=O)COC(=O)C2(c3cccc(F)c3)CCCC2)c(=O)n(C)c1=O	i	-5%	-3%	-24%	11%	-19%	14	-11%	0%
Cc1ccc(-c2noc(CSc3nnc(-c4cccs4)n3C)n2)cc1	-10%	7%	-8%	-13%	-14%	-14%	-12	-13%	7%
Cc1cc(C)cc(N/C(N)=N/c2nc(C)cc(C)n2)c1	-10%	17%	7%	-4%	9%	-1%	.	54%[activator]	9%
COc1ccc(NC(=O)C23CC4CC(C2)CC(c2ccc(C)cc2)(C4)C3)cc1	i	-5%	1%	-20%	-13%	-4%	-18	-7%	4%
CC(/C=C/c1ccco1)=N\NC(=O)c1cc(C)[nH]n1	i	18µM*	?	79µM*	20µM*	-9%	14	-24%	-6%
CCOC(=O)C1C(=O)OC2(CCCC2)C1C(=O)OCC (stereo not given)	-7%	-1%[58.9 µM]	1%	-11%	23%	-3%	4	-5%	-1%
CCCCn1c(N)c(-c2nc3ccccc3s2)c2c([N+](=O)[O-])nn(CC)c(=O)c21	-3%	11%	-8%	2%	5%	-15%	-15	-5%	0%
COC(=O)c1c(C)nsc1NC(=O)Oc1ccccc1	0%	3%	1%	-11%	-1%	-4%	15	-1%	-5%
COc1ccc(NC(=O)CCc2nc(-c3ccc(C)cc3)no2)cc1Cl	2%	6%	-6%	-9%	0%	?	-14	-1%	1%
Cc1ccc2[nH]c(-c3ccccc3)c(CN3CCOCC3)c(=O)c2c1	-2%	12%	-18%	-9%	29%	-4%	1	-8%	5%
CCNC(=S)N(CCc1c(C)[nH]c2ccc(C)cc12)Cc1cccnc1	-2%	51%[activator]	-3%	-15%	-4%	-9%	-17	-3%	24%
O=C(O)c1nn(CC(=O)N2CCN(c3ncc(C(F)(F)F)cc3Cl)CC2)c(=O)c2ccccc12	-1%	-15%	0%	-7%	2%	?	5	-8%	26%

Next part, starting with the last six of the part before.
SMILES	PGK inhibitor	Pol iota inh	Pol kappa inh	Pol eta inh	POLB inh	Anesthetic bind	RXFP1 antagonist	BLM inh	APEX1 inh
CCCCn1c(N)c(-c2nc3ccccc3s2)c2c([N+](=O)[O-])nn(CC)c(=O)c21	-3%	11%	-8%	2%	5%	-15%	-15	-5%	0%
COC(=O)c1c(C)nsc1NC(=O)Oc1ccccc1	0%	3%	1%	-11%	-1%	-4%	15	-1%	-5%
COc1ccc(NC(=O)CCc2nc(-c3ccc(C)cc3)no2)cc1Cl	2%	6%	-6%	-9%	0%	?	-14	-1%	1%
Cc1ccc2[nH]c(-c3ccccc3)c(CN3CCOCC3)c(=O)c2c1	-2%	12%	-18%	-9%	29%	-4%	1	-8%	5%
CCNC(=S)N(CCc1c(C)[nH]c2ccc(C)cc12)Cc1cccnc1	-2%	51%[activator]	-3%	-15%	-4%	-9%	-17	-3%	24%
O=C(O)c1nn(CC(=O)N2CCN(c3ncc(C(F)(F)F)cc3Cl)CC2)c(=O)c2ccccc12	-1%	-15%	0%	-7%	2%	?	5	-8%	26%
FC(F)(F)c1cccc(Cc2noc(CN3CCCCC3c3ccccn3)n2)c1 (stereo not given)	i	46%[activator]	-2%	-8%	?	-22%	6	-4%	3%
CC(=O)c1ccc(S(=O)(=O)NC2CC(=O)N(c3ccc(Cl)cc3)C2)cc1 (stereo not given)	i	9%	-6%	-11%	.	.	-18	.	41%
CC(Sc1nncn1C)C(=O)NCCC1=CCCCC1 (stereo not given)	i	-5%	-8%	-13%	.	.	0	.	-3%
COc1cc(C(=O)OCc2ccc(C)cc2)cc(NC(=O)c2cccs2)c1OC	i	-14%	-6%	-6%	29%	-14%	-3	-7%	2%
O=C(CSCc1cccc(Cl)c1)N/N=C/c1ccc(OCC(=O)N2CCCCC2)cc1	-2%	?	-7%	-6%	0%	?	3	-4%	2%
Cc1ccc(C)c(N2CCN(C(=O)C3CCCN(Cc4nc(-c5cccc(Cl)c5)oc4C)C3)CC2)c1 (stereo not given)	i	6%	-7%	-17%	22%	-3%	.	-8%	.
Cc1ccc(-n2c(C)nnc2SCC(=O)N2CCOCC2)cc1	9%	44%[activator]	0%	-4%	41%	8%	-3	3%	23%
CN(C)S(=O)(=O)c1ccc(NC=O)cc1	-3%	87%[activator]	2%	-16%	1%	-11%	-11	-3%	3%
CC(=O)Nc1nc(C)c(Oc2ccc(Cl)cc2Cl)c(=O)[nH]1	-6%	7%	-19%	?	5%	-10%	-8	1%	16%
Cc1cc(C)n(CCNC(=O)CC2C(=O)NCCN2Cc2ccccc2C(F)(F)F)n1 (stereo not given)	i	68%[activator]	2%	-24%	-25%	-5%	-5	-1%	0%
Cc1c(NS(=O)(=O)c2cccc(C(=O)N3CCC(C)CC3)c2)c(=O)n(-c2ccccc2)n1C	-5%	53%[activator]	8%	0%	.	.	0	.	0%
COc1ccc2c(c1)C(c1ccc(C)o1)=NNC(c1cccnc1)=N2	i	80%[activator]	0%	-17%	-29%	-2%	-11	-18%	-5%
CC(C)C(=O)Nc1nnc(SCc2cccc(F)c2)s1	0%	26%	0%	-10%	1%	?	-2	-7%	-2%
CCOC(=O)C1=C(COC(=O)COc2ccccc2C(C)C)NC(=O)NC1C (stereo not given)	11%	9%	-8%	-14%	.	.	-9	.	-12%
COCC(C)n1c(C)cc(C(=O)COc2ccc(N(C)S(=O)(=O)c3ccc(NC(C)=O)cc3)cc2)c1C (stereo not given)	-1%	-5%	-8%	-17%	.	.	-10	.	-4%
CN(Cc1ccon1)Cc1cn(C)nc1-c1ccc2c(c1)OCCO2	-7%	99%[activator]	-4%	-3%	-10%	-16%	-18	-6%	2%
Cc1ccnc(N2CCCC(C(=O)Nc3cccc(C)c3C)C2)n1 (stereo not given)	5%	29%	2%	-9%	-12%	13%	-1	-3%	56%[activator]
C=CCOC(=O)C1=C(C)NC(=O)NC1c1cc2c(cc1Br)OCO2 (stereo not given)	i	32%[activator]	3%	-18%	5%	-4%	3	-1%	9%
Cc1ccc(N2C(=O)CC(Sc3ncccc3C(=O)O)C2=O)cc1 (stereo not given)	7%	?	2%	-11%	6%	-3%	17	-3%	6%
CCOc1ccccc1NC(=O)/C(C#N)=C/c1cccnc1	-2%	24%	7%	-5%	29%	-11%	-4	-1%	1%
CNC(=O)COC(=O)c1ccc(NC(=O)CC#N)cc1	9%	37%[activator]	-13%	-5%	0%	-4%	-1	-3%	-2%
CC1(C)CC(=O)C2=C(C1)N(Cc1ccco1)C(=O)C2(NC(=O)c1cccnc1)C(F)(F)F (stereo not given)	-8%	11%	-13%	1%	9%	-6%	2	-5%	1%
COc1cccc(NC(=O)CN2CCN(C(=O)c3ccco3)CC2)c1	-2%	?	-4%	-8%	-3%	-5%	-6	-1%	-3%
CCn1c(CNC(=O)COC)nc2ccccc21	-2%	11%	7%	-2%	-2%	-3%	1	-2%	-3%
CCc1c(C)sc2c1CCN(Cc1cccc(OC)c1)C2c1ccccc1 (stereo not given)	7%	30%	-9%[60.1 µM]	-18%	-3%	-6%	-10	3%	.
CC(C)OCCCNC(=O)c1cc(S(=O)(=O)N2CCCCC2)c[nH]1	0%	22%	4%	-6%	32%	-13%	.	-1%	30%
Cc1ccc(OCc2nnc(SCC(=O)c3ccccc3)n2-c2ccccc2)cc1	i	?	-10%	-18%	0%	-16%	4	-8%	6%
CCOC(=O)c1c(C)oc2nc(C)nc(NCCCN3CCN(c4ccc(F)cc4)CC3)c12	-1%	-3%	2%	-7%	10%	6%	-1	0%	.
O=C(c1ccc([N+](=O)[O-])cc1)N1CCC(n2nnc3cc(F)ccc32)CC1	2%	23%	8%	-16%	3%	-3%	-3	1%	2%
O=C(CN1C(=O)NC2(CCCCCC2)C1=O)NCc1cccs1	-4%	14%	-21%	-18%	27%	0%	-1	3%	27%
Cc1cc(C)c(C(N)=O)c(Nc2ccc3c(c2)OCCO3)n1	0%	-9%	-14%	-13%	23%	-2%	-3	4%	-3%
CC(C)=CCC/C(C)=C/C(N)=O	i	55%[activator]	6%	-17%	34%[activator]	-10%	-1	1%	2%

Only part of the results is shown; rates above refer to the full screens.
